Screening data deposited in PubChem BioAssay by National Center for Advancing Translational Sciences (NCATS).
D1 potentiator – human D1 dopamine receptor positive modulation | HEK293 TREx D1 cells, calcium flux, dopamine EC20 potentiation | potentiation, % at 10 µM | actives 0.036% (n = 360,000) | P21728; in the data active = potentiation above about 30%; also: 0% is about no effect
D2 potentiator – D2 dopamine receptor (human) potentiation; P14416; HEK293 T-REx D2, calcium flux, EC20 dopamine potentiation; potentiation, % at 10 µM; actives 0.34% (n = 340,000); AID 485347;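 active = potentiation over 3 SD above the plate norm, cut at about 30% in these data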; also: 0% is about no effect
Target sequence (P14416 whole entry, looked up): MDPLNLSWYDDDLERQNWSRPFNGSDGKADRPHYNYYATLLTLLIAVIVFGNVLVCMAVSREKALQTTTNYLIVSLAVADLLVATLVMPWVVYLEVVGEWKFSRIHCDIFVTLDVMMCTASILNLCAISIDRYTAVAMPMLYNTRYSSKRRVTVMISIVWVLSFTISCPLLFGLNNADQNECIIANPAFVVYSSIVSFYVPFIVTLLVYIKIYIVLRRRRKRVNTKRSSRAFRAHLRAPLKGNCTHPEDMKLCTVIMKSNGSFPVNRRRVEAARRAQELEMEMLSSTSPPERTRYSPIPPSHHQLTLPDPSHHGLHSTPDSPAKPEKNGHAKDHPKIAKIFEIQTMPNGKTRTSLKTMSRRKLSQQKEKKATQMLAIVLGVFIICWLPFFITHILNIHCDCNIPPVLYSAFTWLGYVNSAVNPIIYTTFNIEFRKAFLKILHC
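Calcium flux readout, no-wash dye, 1 read/s. Inducible HEK293 Trex D2 line, overnight 30 C. Compound alone 180 s (agonist flags), then EC20 dopamine, another 180 s to score potentiation.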
Glioma ERSR ind – inducers of ER stress response in human glioma cells. U87-MG GRP78 promoter luciferase reporter, 16 h. Potency, µM, for the others: at the highest dose activation, usual class: activators. actives 0.02% (n = 420,000); also: potency is read from the fitted curve at half-maximal effect; series mostly up to about 76 µM; % of control where 0% means no effect; nearly all actives have a fitted effect of over 35% in size
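Stably transfected U87-MG glioma cells carrying a GRP78-based luciferase sensor; 16 h compound incubation. Luminescence end-point read 10 min after Bright-Glo addition at room temperature.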
Vif-A3F inh – blocks the Vif interaction with APOBEC3F; HeLa A3F-eYFP + Vif (tagged APOBEC3F with the HIV-1 protein that degrades it), YFP fluorescence increase; Potency, µM (highest dose often 46.1 µM), inactives show at the highest dose activity, negative = active; actives 0.2% (n = 390,000); AID 602313; also: potency is read from the fitted curve at half-maximal effect; % of control where 0% means no effect; nearly all actives have a fitted effect of over 65% in size
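HeLa cells stably expressing Vif plus C-terminally eYFP-tagged A3F were seeded, incubated overnight at 37 deg C, dosed with compound, incubated overnight again at 37 deg C. Yellow fluorescence (Ex 488/Em 500-530) reported blocked Vif-mediated A3F-eYFP degradation.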
RXFP1 antag – RXFP1 (human) relaxin receptor antagonism. Q9HBX9. HEK293-RXFP1, relaxin-stimulated cAMP HTRF, 30 min; hits give low values. activity change, negative = inhibition, % at 57.5 µM. actives 0.59% (n = 350,000);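 active = activity change of -60% or lower, but not beyond a set lower limit; inconclusive = change between -60% and -40%, or beyond the set limit; inactive = change above -40%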; also: % is scaled to controls: 0 for no effect and ±100 for the full control effect
D1 agonist – agonists of human D1 dopamine receptor; P21728; HEK293 T-REx D1 cells, calcium flux, agonist mode; activation, % at 2 µM; actives 1% (n = 360,000); AID 504660; in the data active = activation above about 30%; also: 0% is about no effect
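Inducible HEK293 T-REx D1 cells, force-coupled to calcium signalling, were plated at 4000 cells/well with tetracycline and held overnight at 30 C. After no-wash calcium dye loading, compound-evoked calcium rise over 180 s flagged agonists.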
D1 antag – human D1 dopamine receptor antagonism; P21728; HEK293 TREx D1 cells, calcium flux, dopamine EC80; hits give low values; activity change, negative = inhibition, % at 10 µM; actives 3.2% (n = 360,000); in the data active = activity change below about -30%; also: % is scaled to controls: 0 for no effect and ±100 for the full control effect
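After overnight tetracycline induction at 30 C, force-coupled D1 HEK293 cells took up a no-wash calcium dye at room temperature. Compounds were added and monitored 180 s, and the response to EC80 dopamine was then recorded.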
Vif-A3G inh – blocks the Vif interaction with human APOBEC3G; Q9HC16; HeLa A3G-eYFP + Vif (tagged APOBEC3G with the HIV-1 protein that degrades it), YFP fluorescence, overnight; Potency, µM (top dose mostly 46.1 µM), for the others: at the highest dose activity, negative = active, hits mostly inhibitors; actives 0.076% (n = 410,000); AID 602310;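 also: potency is read from the fitted curve at half-maximal effect; % is scaled to controls: 0 for no effect and ±100 for the full control effect; nearly all actives have a fitted effect of over 60% in size; hits raise eYFP signal because A3G escapes Vif-driven loss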
Target sequence (Q9HC16 whole entry, looked up): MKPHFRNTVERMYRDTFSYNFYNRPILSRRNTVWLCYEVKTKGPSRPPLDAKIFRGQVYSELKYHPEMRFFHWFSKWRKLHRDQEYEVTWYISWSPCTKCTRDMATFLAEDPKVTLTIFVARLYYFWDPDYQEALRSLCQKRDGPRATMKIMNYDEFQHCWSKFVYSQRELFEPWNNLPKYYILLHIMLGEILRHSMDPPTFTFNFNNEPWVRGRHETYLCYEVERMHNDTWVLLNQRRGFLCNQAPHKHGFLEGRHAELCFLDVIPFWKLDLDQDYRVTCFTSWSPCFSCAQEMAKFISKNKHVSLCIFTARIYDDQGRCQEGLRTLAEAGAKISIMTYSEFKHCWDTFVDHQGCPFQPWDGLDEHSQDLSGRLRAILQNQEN
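HeLa cells stably expressing Vif and C-terminally eYFP-tagged A3G, seeded overnight at 37 deg C, then exposed to compound by pintool overnight at 37 deg C. Rise in yellow fluorescence (Ex 488/Em 500-530, Acumen) marks blocked Vif-driven A3G degradation.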
RXFP1 agonist – activates the human relaxin receptor RXFP1 | actives 0.3% (n = 370,000) | Potency, µM (titrated, usually from 57.5 µM), without a hit: at the top dose activation, usual class: activators | AID 2676 | HEK293T-RXFP1 cAMP TR-FRET, 30 min; response scale: percent of porcine relaxin response, buffer zero; also: potency is read from the fitted curve at half-maximal effect; % is scaled to controls: 0 for no effect and ±100 for the full control effect; nearly all actives have a fitted effect of over 60% in size; many of its hits are not listed in these tables
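HEK293 cells stably expressing RXFP1, treated 30 min at 37C with compounds plus PDE4 inhibitor Ro 20174; cAMP measured by HTRF TR-FRET. Normalized to buffer and 29 nM porcine relaxin; EC50 by Hill fit.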
An asterisk follows results filed as active. Unless noted, calls follow the shape of the dose curve; as a rule, active = well fitted curve in the direction sought with a large enough effect; inconclusive = small, poorly fitted or top-dose-only effect, or another doubt; inactive = no such curve, though single readings can be large; an effect the other way counts as inactive or inconclusive.

Screening CCOC(=O)CSc1nc2ccc(C)cc2[nH]1 returned D1 potentiator 2.4, D2 potentiator -9.9, Glioma ERSR ind 6.5%, Vif-A3F inh 0.6%, RXFP1 antag 3.2, D1 agonist -0.4, D1 antag 7.5, Vif-A3G inh 1.6% and RXFP1 agonist 0.9%.
Screening CCCN(C(=O)Cc1coc2cc(C)c(C)cc12)c1c(N)n(Cc2ccccc2)c(=O)[nH]c1=O returned D1 potentiator 0.1, D2 potentiator 5.9, Glioma ERSR ind 0.8%, Vif-A3F inh 3.1%, RXFP1 antag -12.5, D1 agonist 4.2, D1 antag -6.8, Vif-A3G inh 0.0% and RXFP1 agonist 0.7%.
Screening CC(C)Sc1n[nH]c2nc3c(c(=O)n12)C1(CCCC1)Cc1ccccc1-3 returned D1 potentiator -4.3, D2 potentiator -5.0, D1 agonist 1.4, D1 antag -5.6 and RXFP1 agonist -0.7%.
For CCCc1c(C(=O)Nc2ccc(F)cc2)cnn1-c1ccccc1 the results were D1 potentiator -7.9, D2 potentiator -4.6, Glioma ERSR ind 0.1%, Vif-A3F inh 2.8%, RXFP1 antag -28.5, D1 agonist 8.0, D1 antag -15.5, Vif-A3G inh -5.3% and RXFP1 agonist -4.0%.
CC(C)CCNC(=O)C(c1ccncc1)N(C(=O)Cn1nnc(-c2ccc(F)cc2)n1)c1ccccc1F (stereo not drawn) was read as D1 potentiator -4.7, D2 potentiator 8.0, Glioma ERSR ind -2.1%, Vif-A3F inh 0.1%, RXFP1 antag -16.7, D1 agonist 6.3, D1 antag -21.2, Vif-A3G inh 0.2% and RXFP1 agonist 1.8%.
`CCN(CCCNC(=O)CCCCn1c(=O)[nH]c2ccccc2c1=O)c1ccccc1` gave D1 potentiator -5.5, D2 potentiator 4.8, Glioma ERSR ind -2.1%, RXFP1 antag -12.1, D1 agonist 2.3, D1 antag -7.1, Vif-A3G inh -0.3% and RXFP1 agonist -2.9%.
`CCN1C(=S)N[C@@H](c2cccc(C(F)(F)F)c2)C(C(=O)OC)=C1C` gave D1 potentiator -4.0, D1 agonist 20.3, D1 antag -5.6 and RXFP1 agonist -0.4%.
For CCOc1ccccc1NC(=O)CSC1=Nc2ccccc2C2=NC(CC(=O)NCc3ccc4c(c3)OCO4)C(=O)N12 (stereo not drawn) the results were D1 potentiator 0.7, D2 potentiator -11.1, Glioma ERSR ind 1.6%, Vif-A3F inh -3.6%, RXFP1 antag -14.5, D1 agonist 7.5, D1 antag 5.3, Vif-A3G inh -6.2% and RXFP1 agonist -0.5%.
Screening COC(=O)c1cn(Cc2c(C)cc(C)cc2C)nn1 returned D1 potentiator -3.6, D2 potentiator 10.8, Glioma ERSR ind -2.7%, Vif-A3F inh -0.4%, RXFP1 antag 4.6, D1 agonist 4.6, D1 antag 4.1, Vif-A3G inh -0.3% and RXFP1 agonist 2.3%.
CCOCC(O)CSCc1ccc(Cl)cc1 (stereo not drawn) was read as D1 potentiator -4.5, D2 potentiator 5.1, Glioma ERSR ind -1.0%, Vif-A3F inh -5.2%, RXFP1 antag -3.3, D1 agonist 0.6, D1 antag -13.2, Vif-A3G inh 0.7% and RXFP1 agonist 0.1%.
For CCCNC(=O)c1ccc(-n2c(-c3ccccc3)cc3c2CCCCC3)cc1 the results were D1 potentiator -2.9, D2 potentiator 1.3, Glioma ERSR ind -5.5%, Vif-A3F inh -22.6%, RXFP1 antag -29.4, D1 agonist 11.4, D1 antag -19.1, Vif-A3G inh -8.5% and RXFP1 agonist 0.4%.
CCc1ccc(CN(C)C(=O)CCc2nc3ccccc3n(-c3ccc(OC)cc3)c2=O)cc1 was read as D1 potentiator -0.8, D2 potentiator -6.5, Glioma ERSR ind -6.5%, Vif-A3F inh 8.6%, RXFP1 antag inconclusive, D1 agonist 7.3, D1 antag -2.1, Vif-A3G inh 0.6% and RXFP1 agonist 1.2%.
`COc1ccccc1-n1cc(-c2ccc(Br)cc2)[nH]c1=S` gave D1 potentiator -6.1, D2 potentiator 8.9, Glioma ERSR ind -0.7%, Vif-A3F inh 2.5%, RXFP1 antag -34.9, D1 agonist 0.7, D1 antag 11.8, Vif-A3G inh -7.0% and RXFP1 agonist 0.2%.
Screening COc1ccc(NS(=O)(=O)c2c(C)[nH]c(=O)[nH]c2=O)cc1OC returned D1 potentiator -6.1, D2 potentiator 10.3, Glioma ERSR ind -0.1%, Vif-A3F inh 0.3%, RXFP1 antag -1.2, D1 agonist 2.3, D1 antag 4.1, Vif-A3G inh -1.0% and RXFP1 agonist 4.7%.
Screening CC(C)CCNC(=O)c1ccc(Cl)c(NC(=O)Cc2ccccc2)c1 returned D1 potentiator -7.4, D2 potentiator 7.1, D1 agonist 6.7, D1 antag -14.3 and RXFP1 agonist 0.1%.
`CCC(C(=O)OCC(=O)c1ccc(OC)cc1OC)c1ccccc1` (stereo not drawn) gave D1 potentiator -2.5, Glioma ERSR ind 2.8%, Vif-A3F inh -12.3%, RXFP1 antag 1.8, D1 agonist 8.1, D1 antag -7.7, Vif-A3G inh -12.2% and RXFP1 agonist 3.1%.
Screening O=C(CCS(=O)(=O)c1ccc(Br)s1)NC1CCCC1 returned D1 potentiator -5.0, D2 potentiator 10.1, Glioma ERSR ind -1.0%, Vif-A3F inh 2.6%, RXFP1 antag 8.9, D1 agonist 0.5, D1 antag 4.8, Vif-A3G inh 0.5% and RXFP1 agonist 0.6%.
For COc1cc(-c2nc(-c3ccc(NC(=O)c4ccc(Br)o4)cc3)no2)cc(OC)c1OC the results were D1 potentiator -0.8, D2 potentiator 6.8, Glioma ERSR ind -2.6%, Vif-A3F inh -11.0%, RXFP1 antag 0.4, D1 agonist 2.8, D1 antag 0.5, Vif-A3G inh -12.4% and RXFP1 agonist 1.5%.
CC(C)(C)C(=O)Nc1c2c(nc3c1CCC3)CCCC2 was read as D1 potentiator 13.5, D2 potentiator -0.6, Glioma ERSR ind -4.8%, Vif-A3F inh -10.0%, RXFP1 antag 2.3, D1 agonist 0.0, D1 antag -6.2, Vif-A3G inh -0.3% and RXFP1 agonist 2.2%.
`CCNC(=S)Nc1ccc(Cc2ccncc2)cc1` gave D1 potentiator 1.6, D2 potentiator -1.3, Glioma ERSR ind 3.0%, Vif-A3F inh -19.6%, RXFP1 antag 5.2, D1 agonist 2.1, D1 antag -16.1, Vif-A3G inh 3.7% and RXFP1 agonist -0.3%.
`COc1cc(CCC(=O)Nc2nccs2)cc(OC)c1OC` gave D1 potentiator -7.0, D2 potentiator 13.1, Glioma ERSR ind 0.9%, Vif-A3F inh -28.6%, RXFP1 antag 5.4, D1 agonist 0.5, D1 antag -4.0, Vif-A3G inh 2.7% and RXFP1 agonist -0.8%.
For Cc1cc(C)cc(OC(C)C(=O)Nc2nonc2-c2ccc(Br)cc2)c1 (stereo not drawn) the results were D1 potentiator -1.9, D2 potentiator 3.9, RXFP1 antag -26.1, D1 agonist -1.9, D1 antag 0.6 and RXFP1 agonist 1.7%.
Cc1c2ccccc2cc(Cc2ccccc2)[n+]1C was read as D1 potentiator -3.2, D2 potentiator 6.4, Glioma ERSR ind -0.1%, Vif-A3F inh -1.3%, RXFP1 antag 4.0, D1 agonist 4.5, D1 antag 1.4, Vif-A3G inh 3.9% and RXFP1 agonist 5.6%.
For COc1ccc(-c2ccc(C)cc2)cc1[C@H]1[C@H]2C=CC[C@@H](C)[C@@H]2C(=O)N1Cc1ccccc1 the results were D1 potentiator 2.5, D2 potentiator 1.4, Glioma ERSR ind -5.1%, Vif-A3F inh 0.2%, D1 agonist 1.6, D1 antag 0.7, Vif-A3G inh 2.2% and RXFP1 agonist 2.2%.
O=C(Nc1ccc(N2CCN(C(=O)c3ccccc3)CC2)c(Cl)c1)c1ccc(Br)o1 was read as D1 potentiator -7.6, D2 potentiator 6.9, Glioma ERSR ind -5.5%, Vif-A3F inh -12.0%, RXFP1 antag -12.5, D1 agonist 2.9, D1 antag 11.3, Vif-A3G inh 2.1% and RXFP1 agonist -0.4%.
For C=CCn1c(SCC(=O)NCC2CCCO2)nc2sc(CC)cc2c1=O (stereo not drawn) the results were Glioma ERSR ind -3.7%, Vif-A3F inh -3.6%, RXFP1 antag -1.7 and Vif-A3G inh 1.4%.
`CCOc1ccc(CCNC(=O)Cn2ncn3nc(-c4ccc(OC)cc4)cc3c2=O)cc1` gave D1 potentiator 1.7, D2 potentiator -1.4, Glioma ERSR ind -2.8%, Vif-A3F inh 0.0%, RXFP1 antag 6.3, D1 agonist 7.4, D1 antag -11.8, Vif-A3G inh -3.1% and RXFP1 agonist 9.1%.
O=C(c1cccc(S(=O)(=O)N2CCCC2)c1)N1CCN(c2ccccc2F)CC1 was read as D1 potentiator 0.0, D2 potentiator 2.6, Glioma ERSR ind -6.5%, Vif-A3F inh -0.5%, RXFP1 antag -5.3, D1 agonist 0.0, D1 antag 1.3, Vif-A3G inh -12.5% and RXFP1 agonist 0.4%.
For COc1ccc(-c2nnc(NC(=O)c3cccs3)s2)c(OC)c1 the results were D1 potentiator -3.6, D2 potentiator -4.3, Glioma ERSR ind 2.0%, Vif-A3F inh -6.5%, RXFP1 antag -3.3, D1 agonist 5.0, D1 antag -1.8, Vif-A3G inh 0.6% and RXFP1 agonist 27.3%.
`O=C(NNC(=O)C12CC3CC(CC(C3)C1)C2)c1ccccc1F` gave D1 potentiator -6.0, Glioma ERSR ind 4.8%, Vif-A3F inh 1.9%, RXFP1 antag -1.6, D1 agonist 0.1, D1 antag -7.1, Vif-A3G inh -1.7% and RXFP1 agonist -2.3%.
CCCN(CC(=O)Nc1ccccc1OC)C(=O)c1cc(-c2ccccc2)nn1-c1ccccc1 was read as D1 potentiator -8.5, D2 potentiator 10.9, Glioma ERSR ind 1.2%, Vif-A3F inh -1.6%, RXFP1 antag -5.0, D1 agonist 8.2, D1 antag -17.5, Vif-A3G inh 10.5% and RXFP1 agonist 1.7%.

An excerpt (hit frequency here may not be typical).
